PMI activator = increases human mannose-6-phosphate isomerase activity | P34949 | purified human PMI, coupled resazurin fluorescence, 20 min; stronger effect = higher value; 1 = vehicle control, 0 substrate-free wells | activation factor at 20 µM | 190,000 compounds, 0.005% hits;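 active = activation factor of 2 or more at 20 µM, relative to plate controls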
DTT redox prof = compounds producing H2O2 with reducing agent – biochemical, NIH compound library profiling, artefact control for MLSCN library redox annotation, primary screen; DTT-dependent redox cycling H2O2, phenol red/HRP absorbance; 100% = 100 µM peroxide control, 0% = buffer; activation, % at 10 µM; 200,000 compounds, 0.03% hits;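 active = activation of at least 50% relative to the plate's high and low controls in the primary single-dose screen; inactive = activation below 50%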;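 note: compound incubated with DTT at 0.8 mM final as the reducing agent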
Efa HMGR inh = inhibitors of class II HMG-CoA reductase from Enterococcus faecalis; purified E. faecalis HMGR, NADPH absorbance 340 nm kinetic; inhibition, % at 10 µM; 190,000 compounds, 0.41% hits; AID 1066;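 active = inhibition above a set limit, the median over all tested compounds plus 3 SD, cut at about 9.5% in these data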;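 note: enzyme runs in reverse so mevalonate oxidation gives rising NADPH absorbance; 0% = complete reaction with DMSO and 100% = background rate lacking mevalonate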
RAM network inh = yeast RAM network inhibition; S. cerevisiae dse1pr::URA3 reporter, 5-FOA growth OD615, 2 d; analog-sensitive cbk1-as2 kinase mutant strain; inhibition, % at 50 µM; 190,000 compounds, 1.8% hits;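 active = inhibition above a set limit, 3 SD over mean compound inhibition, cut at about 8.4% in these data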;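 note: 0% = DMSO-only wells with no growth and 100% = 10 µM 1-NA-PP1 full growth; inhibition rescues growth on 5-FOA so higher OD means more RAM inhibition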
PMI act satM6P = PMI (human) activation, high substrate. P34949. coupled PMI enzyme assay, resazurin fluorescence, 20 min; stronger effect = higher value; 1 = untreated enzyme, 0 = substrate-free blank. activation factor at 20 µM. 190,000 compounds, 0.34% hits. AID 1216;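 active = activation factor of 2 or more at 20 µM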
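Test system: human PMI in coupled enzyme assay; Input: PMI at 15 ng/mL final; Medium: HEPES buffer, pH 7.4; Schedule: 20 min incubation at room temperature; Technique: resorufin fluorescence at Ex 544/Em 590 nm; Compound: 20 µM single dose; Probe or stimulus: Near-saturating mannose-6-phosphate, 1.0 mM.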
TNAP inh hi DEA = inhibitors of human TNAP at high phosphate acceptor concentration | 200,000 compounds, 0.03% hits | inhibition, % at 20 µM | purified TNAP, CDP-star luminescence, 1 M DEA;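 active = over 50% inhibition of tissue-nonspecific alkaline phosphatase at 20 µM in the single-dose screen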;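 note: plate controls were DMSO wells for no effect and EDTA-quenched wells as full inhibition for full effect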
Target sequence (P05186 whole entry, looked up): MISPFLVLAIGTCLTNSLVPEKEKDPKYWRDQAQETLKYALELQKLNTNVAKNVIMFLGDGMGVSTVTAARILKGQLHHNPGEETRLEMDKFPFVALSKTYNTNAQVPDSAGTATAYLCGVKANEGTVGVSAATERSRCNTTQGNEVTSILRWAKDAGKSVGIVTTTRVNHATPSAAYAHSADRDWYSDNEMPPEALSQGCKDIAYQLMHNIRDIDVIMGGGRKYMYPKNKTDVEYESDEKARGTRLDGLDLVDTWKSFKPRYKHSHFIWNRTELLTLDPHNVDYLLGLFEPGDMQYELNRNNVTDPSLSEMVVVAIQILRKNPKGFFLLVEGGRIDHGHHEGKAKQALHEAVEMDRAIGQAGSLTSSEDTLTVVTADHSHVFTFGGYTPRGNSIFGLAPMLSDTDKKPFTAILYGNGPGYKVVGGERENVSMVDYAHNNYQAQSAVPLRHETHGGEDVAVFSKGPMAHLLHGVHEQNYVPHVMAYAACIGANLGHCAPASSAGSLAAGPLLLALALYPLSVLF
S1P3 antagonist = S1P3 (human) receptor antagonism; Q99500; inhibition, % at 4.98 µM; 170,000 compounds, 0.27% hits; CHO S1P3 NFAT-BLA reporter, FRET fluorescence, antagonist mode;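 active = inhibition above the plate cutoff, the mean inhibition of test wells on that plate plus 3 SD, cut at about 28% in these data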;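 note: cells challenged with S1P at its EC80 of 0.8 µM; blue over green emission ratio from cleaved BLA substrate after 4 h stimulation; 0% = S1P-stimulated wells and 100% = unstimulated DMSO-only wells; some compounds past the cut are filed as inactive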
Target sequence (Q99500 whole entry, looked up): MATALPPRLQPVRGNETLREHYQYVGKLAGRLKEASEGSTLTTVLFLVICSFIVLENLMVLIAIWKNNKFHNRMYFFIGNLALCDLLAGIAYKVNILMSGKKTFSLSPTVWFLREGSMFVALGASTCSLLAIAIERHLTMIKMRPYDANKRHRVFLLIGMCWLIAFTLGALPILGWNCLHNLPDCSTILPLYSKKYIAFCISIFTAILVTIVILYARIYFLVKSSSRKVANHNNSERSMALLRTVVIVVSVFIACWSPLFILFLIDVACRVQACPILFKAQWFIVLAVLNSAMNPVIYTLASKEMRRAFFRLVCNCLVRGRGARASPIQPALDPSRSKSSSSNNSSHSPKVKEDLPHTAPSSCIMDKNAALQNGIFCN
Hsp70 act = Hsp70 transcriptional activation, primary screen. HeLa Hsp70 promoter luciferase reporter, luminescence; scaled: vehicle 0, proteasome-inhibitor control 100%. activation, % at 10 µM. 200,000 compounds, 0.04% hits. AID 1203;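 active = activation above the mean across all tested compounds plus 3 SD, cutoff set per campaign, cut at about 5.5% in these data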;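 note: 100% = MG132 at 30 µM as the positive control and 0% = DMSO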
TNAP inh no acc = blocks human TNAP activity with no phosphate acceptor present; purified TNAP, CDP-star luminescence, 30 min; inhibition, % at 20 µM; 200,000 compounds, 0.26% hits; AID 1012;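 active = tissue-nonspecific alkaline phosphatase inhibition above about 50% at 20 µM in the single-dose screen, limit read from the data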;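 note: 0% = DMSO negative control and 100% = EDTA positive control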
L major viab = inhibitors of Leishmania major promastigote growth; Leishmania major promastigotes, resazurin fluorescence viability; 200,000 compounds, 9% hits; inhibition, % at 10 µM; AID 1063; in the data active = inhibition above about 50%;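 note: promastigotes grown with compound for 44 hours at 28 °C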
The depositor's hits bear a star; x = not tested or not shown. Outcome played no part in choosing rows; overall some 12% were active at least once.

SMILES	PMI activator	DTT redox prof	Efa HMGR inh	RAM network inh	PMI act satM6P	TNAP inh hi DEA	S1P3 antagonist	Hsp70 act	TNAP inh no acc	L major viab
O=C(/C=C/c1ccc2c(c1)OCO2)NCc1ccco1	1.1	0.0	-4	2.0	1.1	3	-12	-0.1	-7	-4
Cc1ccc(C2C(C=Nc3c(C)n(C)n(-c4ccccc4)c3=O)=C(c3ccccc3)Oc3ccccc32)cc1 (centres undefined)	1	18	-3	6.7	0.9	-6	x	-0.1	3	56*
Cc1cccc2cc(C(c3nnnn3CC3CCCO3)N3CCCC4(CCCCC4)C3)c(=O)[nH]c12 (centres undefined)	1	2.0	-8	-0.8	0.9	-8	28	-0.1	-10	38
N#CCCn1cc(C(=O)Nc2ccc(C(=O)O)cc2)c(-c2cccs2)n1	1.1	-0.7	-1	6.3	1	-1	6	0.1	-4	-1
Cc1nn(CCOc2ccccc2)c(=O)n1-c1cccc(F)c1	1.1	1.8	-3	0.1	1.1	0	x	0.0	-11	-7
CCOC(=O)CSc1nc2cc3c(cc2cc1C)OCO3	0.9	-0.3	-6	2.8	0.9	-6	2	-0.4	-8	13
Cc1cccc(Sc2c(C=O)c3ccccc3n2C)c1	0.9	-0.5	2	1.6	0.9	-7	x	-0.2	-8	2
O=C1CCCCCN1Sc1ccccc1	1.1	-1.3	0	0.1	1	-7	-25	-0.3	-16	29
CS(=O)(=O)NCCCNc1ccc(Cl)cc1[N+](=O)[O-]	1	0.2	-3	0.8	1	12	x	0.1	6	10
CCCCCCc1cc2cc(C(=O)NCc3ccccc3)c(=N)oc2cc1O	1.2	-0.1	-1	2.3	1	-5	x	-0.3	-27	-6
CCOC(=O)C1CCN(CC(=O)Nc2c(C(=O)OC)[nH]c3ccccc23)CC1	1	2.4	-8	2.5	1	-9	-4	-0.4	-14	-8
COc1ccc(C(=O)NCc2ccc3c(c2)cc(C)n3C)cc1OC	1	-0.2	6	3.6	1	-3	-1	-0.2	-8	1
CCCn1c(SCC(=O)C(C)(C)C)nc2ccccc21	0.9	0.0	1	0.0	1.1	-5	0	-0.3	-12	7
CC(=O)C1=C(c2ccccc2)NC(=S)NC1c1ccc(O)c(O)c1 (centres undefined)	0.6	0.1	-1	1.2	0.9	11	-15	0.1	47	-7
C=CCOc1ccc(/C(O)=C2/C(=O)C(=O)N(CCCN3CCOCC3)C2c2ccc(OC)cc2)cc1 (centres undefined)	1.1	0.3	-1	0.5	1.1	-2	x	-0.1	-2	-4
Cc1c(NC2=CC(=O)CC(C)(C)C2)c(=O)n(-c2ccccc2)n1C	1	-0.9	-3	1.5	1	5	13	-0.2	-4	-3
CCCCOC(=O)Nc1nc2ccc([N+](=O)[O-])cc2s1	1.2	-0.2	-4	5.2	1	6	-6	-0.1	-3	-5
Cc1cccc(NC(=S)Nc2ccc3cn[nH]c3c2)c1	0.9	0.1	-1	3.6	0.9	1	-22	-0.4	-5	6
O=C(CCSCCc1ccccn1)Nc1ccc(Br)cn1	1	0.2	0	-0.1	1.1	-4	x	-0.5	-25	-7
COc1ccc(NC2=NCCC2)cc1	1.1	2.2	-1	-0.4	1	-3	x	0.0	-11	-2
Cc1cccc(C(C)C)c1NC(=O)COC(=O)COc1ccc2c(C)cc(=O)oc2c1	0.9	0.1	-10	2.6	1	2	-9	-0.6	-5	0
COc1cc(/C=N/NC(=O)COc2c(C)cc([N+](=O)[O-])cc2C)ccc1OC(=O)c1ccccc1Br	0.8	-0.2	0	6.1	0.9	-4	26	-0.1	5	73*
NC(=O)CC[C@@H]1NC(=O)[C@@H]2CCCN2C(=O)c2cc([N+](=O)[O-])cc(I)c2NCCCC[C@@H](C(=O)NC(CC(=O)O)C(N)=O)NC1=O (some centres undefined)	1.2	0.7	-6	0.7	1.2	4	-7	-0.3	-5	-5
CCOC(=O)N1CCN(CC(O)COC(CC)c2ccccc2)CC1 (centres undefined)	1	-0.8	-7	0.6	1.1	-6	-6	-0.4	-11	91*
O=C(NC1CCN(Cc2ccccc2)CC1)c1ccccc1F	1	0.9	2	0.0	1	-5	-6	-0.1	-2	62*
COCCN(CCOC)c1ncc(Cl)c(C(=O)c2c(C)cc3ccccn23)n1	1	1.6	2	3.2	1	-4	15	-0.4	4	8
NC1=NC(=O)/C(=C\c2cccs2)S1	0.9	-1.4	-3	1.9	0.9	-2	x	0.0	-18	-5
COc1cc(/C=N/NC(=O)Nc2ccccc2)ccc1OC(C)=O	1	0.0	-1	3.3	1	-4	16	-0.2	-6	-5
O=C(c1cc2ccccn2n1)N1CCN(c2cccc(C(F)(F)F)c2)CC1	0.8	-0.8	-2	2.1	0.8	0	x	-0.1	-4	-5
Cc1cc(Cl)ccc1C(=O)C1CCCN(C(=O)c2n[nH]c3c2CCCC3)C1 (centres undefined)	0.9	-1.0	-2	1.2	1	-6	22	0.0	21	5
CC(C)C(=O)Nc1cccc(-c2cn3ccsc3n2)c1	0.9	1.0	0	2.1	1	-1	8	-0.5	-10	2
CC(C)(C)C(=O)Cn1ncc(NC2CC2)c(Br)c1=O	0.9	-0.3	-3	1.2	0.9	2	x	0.0	0	-7
CCOC(=O)c1cccc(P(C)(C)=O)c1	0.9	0.2	0	3.0	1	-2	-30	-0.2	-17	-4
COC(=O)c1[nH]c2ccc(F)cc2c1NC(=O)CCN1CCN(Cc2ccc3c(c2)OCO3)CC1	1	0.8	2	-0.1	1	-6	0	-0.5	-12	-2
COc1cc(/C=C2\OC(=O)c3c(OC)cccc32)ccc1O	0.9	0.0	-5	3.6	1	15	x	0.3	-20	3
CC(C)(C)NC(=O)CCc1nnc(Cc2c[nH]c3ccccc23)o1	1	0.6	-4	0.9	1	0	-4	-0.1	-4	-1
CC(C)c1ccc(-c2nnc(N)s2)cc1	1	-0.5	-7	0.5	0.9	-4	-7	0.1	-6	-12
O=C(Cc1ccccc1)NC(c1ccco1)c1c(O)ccc2ccccc12 (centres undefined)	x	-0.3	-1	2.2	x	0	-3	-0.1	-33	22
CCOC(=O)c1[nH]c2ccccc2c1NC(=O)CCN1CCN(C(=O)OCC)CC1	1	1.0	-1	0.4	1	-6	x	-0.2	-12	3
COc1ccccc1C(=O)Nc1ccc(-c2nnc(SCC(=O)O)n2C)cc1	1	1.9	-2	4.0	1.2	2	-15	0.0	3	-5

Rewritten as a markdown table: six of the compounds above
| Compound | PMI activator | DTT redox prof | Efa HMGR inh | RAM network inh | PMI act satM6P | TNAP inh hi DEA | S1P3 antagonist | Hsp70 act | TNAP inh no acc | L major viab |
| --- | --- | --- | --- | --- | --- | --- | --- | --- | --- | --- |
| CC(C)C(=O)Nc1cccc(-c2cn3ccsc3n2)c1 | 0.9 | 1.0 | 0 | 2.1 | 1 | -1 | 8 | -0.5 | -10 | 2 |
| CC(C)(C)C(=O)Cn1ncc(NC2CC2)c(Br)c1=O | 0.9 | -0.3 | -3 | 1.2 | 0.9 | 2 | x | 0.0 | 0 | -7 |
| CCOC(=O)c1cccc(P(C)(C)=O)c1 | 0.9 | 0.2 | 0 | 3.0 | 1 | -2 | -30 | -0.2 | -17 | -4 |
| COC(=O)c1[nH]c2ccc(F)cc2c1NC(=O)CCN1CCN(Cc2ccc3c(c2)OCO3)CC1 | 1 | 0.8 | 2 | -0.1 | 1 | -6 | 0 | -0.5 | -12 | -2 |
| COc1cc(/C=C2\OC(=O)c3c(OC)cccc32)ccc1O | 0.9 | 0.0 | -5 | 3.6 | 1 | 15 | x | 0.3 | -20 | 3 |
| CC(C)(C)NC(=O)CCc1nnc(Cc2c[nH]c3ccccc23)o1 | 1 | 0.6 | -4 | 0.9 | 1 | 0 | -4 | -0.1 | -4 | -1 |

Remaining list, next part:
SMILES	PMI activator	DTT redox prof	Efa HMGR inh	RAM network inh	PMI act satM6P	TNAP inh hi DEA	S1P3 antagonist	Hsp70 act	TNAP inh no acc	L major viab
COc1cc(/C=N/NC(N)=O)ccc1OC(=O)c1ccc(C)cc1	0.9	2.4	2	0.7	1	-1	x	-0.2	-6	-4
COC(=O)Nc1nnc(/C=C/c2ccc(OC)cc2)s1	0.9	0.5	-1	-0.1	1	-3	-16	-0.3	-17	3
COc1ccc(C(=O)OCC(=O)Nc2cc(C)on2)c(OC)c1OC	0.9	-0.4	-7	0.8	0.9	3	-10	0.2	3	3
CC(C)Cn1cnc2c(c1=O)c1nc3ccccc3nc1n2Cc1ccc2c(c1)OCO2	0.9	0.4	1	2.9	1	1	x	-0.2	0	14
CCOc1ccccc1-n1c(SCC(N)=O)nnc1-c1ccccc1	0.9	2.7	2	-0.1	0.9	-3	-26	0.0	-4	4
COc1cc(Cl)c(C)cc1NC(=O)CNC(C)c1ccccc1OC (centres undefined)	1	0.1	-10	0.8	1	-6	4	-0.2	-14	34
O=C(Nc1nsc(-c2ccccc2)n1)c1ccc(F)cc1	1.1	0.0	-2	0.1	1.1	1	-23	0.1	-6	34
Cc1nc2ccccc2cc1C(=O)N/N=C/c1ccccc1[N+](=O)[O-]	0.9	-0.8	0	2.0	0.9	-6	6	-0.2	-5	-3
O=c1ccc2ccccc2o1	1.1	0.5	-8	2.2	1	-3	-8	-0.3	-10	-4
Cc1ccc(Cn2c(=S)[nH]c3ccc(N4CCOCC4)cc3c2=O)o1	1.1	-0.6	-1	0.9	1.3	2	x	-0.1	-1	-10
COC(=O)c1cc2n(n1)CCN(Cc1ccccc1F)C2=O	1	2.8	1	1.6	1	-5	x	-0.1	-13	-5
CCOC(=O)C1(Cc2ccccc2C)CCCN(S(=O)(=O)c2cccnc2)C1 (centres undefined)	0.9	-0.5	0	-0.3	0.9	-1	5	-0.2	3	15
CCOC(=O)c1c(-c2ccccc2)oc2ccc(OC(C)=O)cc12	0.9	0.6	1	3.1	0.9	-4	x	-0.2	-11	1
COc1ccccc1N1CCN(S(=O)(=O)c2c(C)[nH]c(=O)[nH]c2=O)CC1	1	1.1	2	3.9	1	-4	-3	0.2	-1	-1
CC(C)(C)OC(=O)N1CC(O)CC1C(=O)OCC(=O)c1ccc(Cl)cc1 (centres undefined)	1.1	0.1	-2	-0.3	1.1	0	5	0.1	10	-11
CCN(CC)CCCN1C(=O)C(=O)/C(=C(/O)c2ccc3c(c2)CC(C)O3)C1c1ccncc1 (centres undefined)	1	x	x	x	1	3	x	x	-3	x
CCOc1ccc(-c2cc(C(=O)O)c3ccccc3n2)cc1	1	0.2	1	0.1	1	-3	x	-0.1	-7	-5
NNC(=O)c1oc2ccccc2c1-n1cccc1	1.2	-1.9	-6	1.0	1	0	-16	0.0	-17	-5
CCOC(=O)C1=C(O)/C(=C\c2cccs2)N=C1C	0.9	0.1	-2	2.0	1	4	-1	-0.6	0	30
